CIT2-GFP yeast: modulators of TOR pathway CIT2-GFP in S. cerevisiae. S. cerevisiae CIT2-GFP strain, flow cytometry, 3 h; 100 means same as DMSO wells. GFP response vs DMSO, % at 10 µM. hit rate 0.065% among 320,000;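 active = GFP response relative to DMSO above a set limit, near the screen mean plus 3 SD, cut at about 150% in these data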;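 note: ratio of well median GFP fluorescence to mean of DMSO wells on the plate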
MCL1 BIM primary: disrupts human MCL1 binding to BIM-BH3 peptide | GST-MCL1 / FITC-Bim-BH3 fluorescence polarization | inhibition, % at 10.9 µM | hit rate 0.68% among 320,000;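 active = inhibition above the mean inhibition of all tested compounds plus 3 SD, set per campaign, cut at about 40% in these data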;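 note: 0% = DMSO wells and 100% = unlabeled Bim-BH3 peptide control; higher means more loss of mP so more displacement of Bim peptide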
Target sequence (Q07820 whole entry, looked up): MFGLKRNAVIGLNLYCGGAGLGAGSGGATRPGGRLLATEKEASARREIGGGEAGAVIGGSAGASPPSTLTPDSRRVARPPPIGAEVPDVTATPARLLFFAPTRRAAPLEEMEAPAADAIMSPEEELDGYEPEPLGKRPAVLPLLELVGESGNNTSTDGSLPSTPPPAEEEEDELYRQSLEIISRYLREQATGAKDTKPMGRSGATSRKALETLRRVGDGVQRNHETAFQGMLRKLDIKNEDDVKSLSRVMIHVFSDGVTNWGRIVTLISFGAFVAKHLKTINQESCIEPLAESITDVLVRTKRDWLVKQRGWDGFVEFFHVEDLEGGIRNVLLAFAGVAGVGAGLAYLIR
MEX-5 binding: C. elegans MEX-5 TCR-2 RNA binding activity | MEX-5/FITC-TCR2 RNA binding, fluorescence polarization; active compounds read low | activity score (negative = inhibition of binding), % at 10 µM | hit rate 0.38% among 300,000;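 active = inhibition past about -25% in most replicates, and total fluorescence under double the plate's negative control median, limit read from the data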;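 note: 0% = DMSO and -100% = 5 µM competing unlabeled TCR2 RNA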
GRK2 inh: blocks RNA aptamer binding to human GRK2; bead flow cytometry, FAM-aptamer displacement from GRK2; inhibition of aptamer binding, % at 10 µM; hit rate 0.59% among 330,000;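 active = inhibition of aptamer binding above 40%, roughly 3 SD of noise, on plates passing a quality check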;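 note: median bead fluorescence of bound FAM aptamer so fluorescent compounds give negative values; no value below 0 was filed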
VLA-4 inh: inhibition in a human VLA-4 binding assay; VLA-4 expressing cells, ligand binding flow cytometry; inhibition, % (about 7 µM as worked out from the volumes in the protocol); hit rate 0.2% among 330,000; AID 2557; P13612; in the data active = inhibition above about 50%
GLD-1 RNA inh: GLD-1-TGE RNA interaction inhibition (C. elegans); Q17339; purified GLD-1 + fluorescein TGE RNA, fluorescence polarization; inhibition, % at 5.96 µM; hit rate 0.44% among 320,000;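 active = percent inhibition above a per-plate cutoff, the plate mean of test compounds plus 3 SD, cut at about 30% in these data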;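 note: 0% = DMSO wells with GLD-1 and probe and 100% = wells lacking GLD-1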
Target sequence (Q17339 whole entry, looked up): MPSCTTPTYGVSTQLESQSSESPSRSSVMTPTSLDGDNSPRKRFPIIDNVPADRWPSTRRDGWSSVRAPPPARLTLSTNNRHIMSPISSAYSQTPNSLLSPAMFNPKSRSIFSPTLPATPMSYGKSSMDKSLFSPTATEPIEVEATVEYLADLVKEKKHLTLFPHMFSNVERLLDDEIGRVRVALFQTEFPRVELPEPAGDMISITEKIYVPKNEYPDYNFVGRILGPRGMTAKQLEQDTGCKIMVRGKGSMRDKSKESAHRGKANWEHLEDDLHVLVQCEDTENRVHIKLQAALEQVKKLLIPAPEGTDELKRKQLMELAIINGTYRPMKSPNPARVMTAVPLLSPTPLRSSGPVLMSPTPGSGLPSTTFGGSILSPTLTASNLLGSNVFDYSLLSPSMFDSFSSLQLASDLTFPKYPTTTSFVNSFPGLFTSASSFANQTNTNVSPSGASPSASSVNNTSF
BCLXL inh: Bcl-xL (human) inhibition; GST-Bcl-xL / FITC-Bim BH3 peptide fluorescence polarization; AID 2129; Q07817; inhibition, % at 10.9 µM; hit rate 0.7% among 320,000;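 active = inhibition above the mean of all tested compounds plus 3 SD, cutoff set per campaign, cut at about 30% in these data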;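 note: 0% = DMSO wells and 100% = unlabeled Bim-BH3 peptide competitor; inhibitors lower millipolarization by displacing the labeled peptide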
Target sequence (Q07817 whole entry, looked up): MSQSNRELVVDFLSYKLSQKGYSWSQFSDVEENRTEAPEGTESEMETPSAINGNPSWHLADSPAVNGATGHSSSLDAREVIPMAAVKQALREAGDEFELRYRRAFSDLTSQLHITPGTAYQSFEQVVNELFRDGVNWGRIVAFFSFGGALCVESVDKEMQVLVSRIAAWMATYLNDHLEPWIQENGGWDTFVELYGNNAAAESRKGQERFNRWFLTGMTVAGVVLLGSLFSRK
Fam108B inh: counter-screen for RBBP9 inhibitors: inhibitors of mouse Fam108B; recombinant Fam108B, FP-Rh probe fluorescence polarization; inhibition, % at 9.51 µM; hit rate 0.33% among 300,000; AID 1947;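 active = inhibition above the screen mean inhibition plus 3 SD, computed separately per campaign, cut at about 18% in these data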;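 note: inhibitors lower polarization as less probe binds the enzyme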
AGP1-GFP MLPCN: modulators of TOR pathway AGP1-GFP in S. cerevisiae; S. cerevisiae AGP1-GFP multiplex flow cytometry, 3 h; GFP as percent of DMSO wells; GFP response vs DMSO, % at 10 µM; AID 2066; hit rate 0.02% among 320,000;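 active = GFP response relative to DMSO above a set limit, near screen average plus 3 SD, cut at about 150% in these data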;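 note: median GFP channel fluorescence of the gated AGP1 strain per well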
* hit, by the source's call; i = inactive; nt = no result given.

SMILES | CIT2-GFP yeast | MCL1 BIM primary | MEX-5 binding | GRK2 inh | VLA-4 inh | GLD-1 RNA inh | BCLXL inh | Fam108B inh | AGP1-GFP MLPCN
C=CC[N+](C)(C)C/C(Cl)=C(\Cl)c1ccccc1 | 118 | -4 | 1.5 | 1 | -4 | 2 | 1 | -1 | 110
O=C(NCC1CCCO1)C1CCC(=O)N1Cc1ccc(F)cc1 (centres undefined) | 90 | -1 | -0.5 | 0 | 1 | 7 | -3 | -3 | 92
COc1ccc(Cn2nnnc2C(c2cccs2)N2CCOCC2)cc1 (centres undefined) | 108 | 8 | -1.3 | 1 | 0 | 1 | 9 | -7 | 110
Cc1ccc(NC(=O)CN(C)C(=O)CSc2nccn2C)cc1 | 101 | nt | nt | 0 | -2 | 1 | nt | nt | 96
O=C(COC(=O)Cc1ccsc1)Nc1ccccc1Cl | 103 | 1 | nt | 0 | 1 | 0 | 3 | nt | 107
C=C(C)CNC(=S)NNC(=O)c1cc(C)oc1C | 92 | 9 | 2.4 | 0 | 9 | -1 | 7 | 3 | 95
COC(=O)c1c(C(=O)OC)c(-c2ccc(C)cc2)n2c1CCC2 | 89 | -10 | -1.2 | 0 | 2 | 0 | -3 | -4 | 90
CC(C)c1ccc(N(CC(=O)N/N=C/c2ccc(OC3CSC3)cc2)S(=O)(=O)c2ccccc2)cc1 | 110 | -14 | -1.1 | 2 | 8 | 5 | -3 | -5 | 101
COc1ccc2c(c1)CCc1c(C(=O)NCCc3ccc(OC)c(OC)c3)noc1-2 | 103 | -4 | 1.6 | 6 | 2 | 0 | 0 | -2 | 104
Nc1cccc(CCc2nc3ccccc3[nH]2)c1 | 97 | -7 | 2.4 | 0 | 0 | -5 | 2 | -2 | 93
Cc1ccc(C)c(NC(=O)CCN2CCC(C)CC2)c1 | 112 | 0 | -1.0 | 0 | -22 | 1 | 4 | 2 | 110
O=C(CNC(=S)N(Cc1ccccc1)Cc1ccccc1F)NCc1ccccc1 | 101 | 3 | -1.3 | 0 | 0 | 6 | -1 | -3 | 102
COc1ccc2oc(=N)c(C(=O)Nc3ccc(Br)cc3)cc2c1 | 92 | 5 | -2.4 | 0 | 6 | 2 | 6 | 0 | 94
COc1ccc(COC(=O)c2cc(S(=O)(=O)N3CCCCC3)ccc2N2CCOCC2)cc1 | 82 | 11 | -0.9 | 0 | 1 | 1 | 4 | -3 | 107
COc1ccc(C(CC(=O)O)NC(=O)c2ccco2)cc1 (centres undefined) | 76 | 6 | -0.3 | 1 | -5 | 0 | 2 | 1 | 96
CCc1c(-c2ccccc2)[n+](=O)c2c(n1[O-])CCC2 | 92 | -6 | -1.7 | 6 | 11 | -2 | -1 | -2 | 104
O=C(CNc1ccccc1F)Nc1cc(S(=O)(=O)N2CCCCC2)ccc1Cl | 99 | 6 | nt | 52* | 6 | 4 | -3 | nt | 102
O=C1CCC/C=C/C[C@@H](CC(=O)N(CCO)Cc2ccccc2)C(=O)NC[C@@H](c2ccccc2)O1 | 98 | nt | nt | 0 | -14 | 0 | nt | nt | 101
COc1ccc(S(N)(=O)=O)cc1C(=O)OCC(=O)N1c2ccccc2NC(=O)C1(C)C | 97 | nt | nt | 4 | -3 | 1 | nt | nt | 99
O=C(NCc1ccc2c(c1)OCO2)C1CCC(=O)N1C1CCCCC1 (centres undefined) | 106 | -1 | -2.9 | 1 | -2 | -3 | 5 | -2 | 105
Cc1cccc(C)c1OCC(=O)N/N=C/c1cccn1C | 100 | -3 | 0.4 | 0 | -2 | 0 | -2 | -1 | 106
COc1ccc(NC(=O)C2CCC(CNS(=O)(=O)c3csc(C(N)=O)c3)CC2)cc1OC (centres undefined) | 99 | 2 | 0.3 | 0 | 7 | -5 | 4 | -4 | 104
CN(C)/C(CN1CCCCC1)=C1\N=C(c2ccccc2)OC1=O | 101 | -6 | nt | 0 | 4 | -3 | 0 | -7 | 99
CCOC(=O)C1(Cc2cccc(F)c2)CCN(C(=O)c2cscn2)CC1 | 93 | 2 | -1.2 | 0 | 2 | -2 | 2 | 2 | 101
Cc1ccc(C)c(NC(=O)C2CCCN(S(=O)(=O)c3cccnc3)C2)c1 (centres undefined) | 103 | -4 | -1.8 | 0 | 13 | -10 | 0 | 2 | 99
O=C(CSc1ccc(Cl)cc1)N/N=C/c1ccc([N+](=O)[O-])o1 | 92 | 16 | 0.6 | 5 | 1 | -4 | 8 | 6 | 99
Cc1ccc(C(=O)NNS(=O)(=O)c2ccccc2[N+](=O)[O-])cc1 | 94 | -1 | 1.3 | 0 | 18 | 8 | -3 | -1 | 107
COC(=O)C1=C(NC(=O)COc2ccc3ccccc3c2)CCS1 | 89 | 3 | -1.4 | 0 | 41 | 3 | 4 | 6 | 93
Cc1ccc(-c2nn3c(C)nnc3c3ccccc23)cc1S(=O)(=O)N(C)CCO | 87 | 3 | -1.9 | 2 | 19 | -5 | 3 | -8 | 85
COc1cccc(C2/C(=C(\O)c3ccc4c(c3)OCCO4)C(=O)C(=O)N2CC2CCCO2)c1 (centres undefined) | 94 | nt | nt | 4 | i | nt | nt | nt | 96
COc1cc2c(cc1OC)CN(S(=O)(=O)c1cccc(F)c1)CC2 | 96 | -4 | 1.1 | 0 | 4 | 4 | 3 | -2 | 98
Cc1ccc(N2C(=O)C3C4C=CC(CNC(=S)Nc5ccc(Cl)cc5)(O4)C3C2=O)cc1 (centres undefined) | 106 | 7 | 1.5 | 0 | 21 | -1 | 7 | 6 | 105
COc1cc(/C=C(\C#N)c2nc3ccccc3o2)ccc1O | 77 | -93 | -15 | 0 | -181 | -158 | -66 | 1 | 80
Cc1ccc(/C=C/S(=O)(=O)NCC(=O)O)cc1 | 96 | 4 | -0.3 | 0 | 17 | 1 | 5 | 2 | 97
COCCn1c(SCc2ccc(C(=O)OC)o2)nc2cc(Cl)ccc2c1=O | 94 | -3 | 1.2 | 1 | -12 | 3 | 1 | -6 | 97
Cc1ccc(S(=O)(=O)N2CCC(=O)N(CCOC(=O)Nc3cc(C)cc(C)c3)CC2)cc1 | 96 | -6 | -0.8 | 1 | 2 | 0 | 2 | 2 | 84
C=CCn1cc(C(=O)NCc2ccc(Cl)cc2)c(=O)c2cc(S(=O)(=O)N(CC)CC)ccc21 | 96 | 10 | -3.0 | 2 | 11 | 3 | 9 | -12 | 107
COc1cc(/C=C/C(=O)O)ccc1OS(=O)(=O)c1cc(Br)ccc1C | 86 | 6 | nt | 2 | -6 | 0 | 4 | nt | 93
CC(C)OCCCNc1ncnc2c1nc1n2CCCC1 | 100 | nt | 0.1 | 0 | 0 | nt | nt | nt | 97
CC12C(=O)N(Cc3ccccc3)C(=O)C1C1C=CC2C1 (centres undefined) | 95 | 8 | 2.5 | 0 | -1 | 7 | 6 | -4 | 95
Cc1ccc(OCCNC(=O)CNC(=O)c2ccc(Cl)c([N+](=O)[O-])c2)cc1 | 82 | nt | nt | 3 | 16 | 3 | nt | nt | 92
COc1ccc(S(=O)(=O)Nc2nc3ccccc3s2)cc1OC | 103 | 12 | 0.1 | 1 | -9 | 3 | 6 | 5 | 110
CCOCc1cn(CC(=O)c2ccc(Cl)cc2)c(C)nc1=N | 98 | 0 | -1.2 | 0 | 3 | -1 | -1 | 0 | 109
CC(C)(C)OC(=O)NCCCCCO | 78 | 3 | nt | 0 | -7 | 2 | 1 | -1 | 81
CN(C)CCOc1ccc(/C(=C(/CCCl)c2ccccc2)c2ccccc2)cc1 | 118 | 1 | -0.1 | 0 | -15 | 4 | 0 | 6 | 95
COc1ccccc1NC(=S)N1CC(C)(C)C1=O | 113 | -5 | -0.8 | 1 | -13 | -1 | 2 | 4 | 102
COc1ccccc1C(=O)Nc1ccc(NC(=O)c2ccco2)cn1 | 99 | 3 | 0.0 | 1 | -6 | 2 | 2 | -8 | 88
Cc1cccc(N2CCN(S(=O)(=O)c3cc(-c4cc(C)no4)ccc3C)CC2C)c1 (centres undefined) | 92 | 5 | -1.5 | 3 | 6 | 9 | 4 | -3 | 105
NC(=O)CC(NC(=O)Cc1ccc(Br)cc1)c1ccc(NCc2ccc(F)c(F)c2)c([N+](=O)[O-])c1 (centres undefined) | 77 | -4 | 3.0 | 5 | 4 | -5 | -4 | -5 | 84
CC(=O)Nc1ccc(S(=O)(=O)NC2(C(F)(F)F)NC(=O)N(CC(C)C)C2=O)cc1 (centres undefined) | 94 | -5 | 0.5 | 2 | 17 | 3 | -6 | 0 | 98
CSc1ccccc1C(=O)Nc1ccc2c(c1)CCC2 | 94 | 10 | 3.5 | 0 | 3 | 1 | 7 | 0 | 94
CN(Cc1ccccc1)S(=O)(=O)c1ccc2c(c1)CCC(=O)N2 | 101 | 6 | 0.6 | 4 | 4 | -1 | 7 | 1 | 100
COc1ccccc1C(=O)NCCC(=O)N1CCN(c2ccccc2Cl)CC1 | 92 | -4 | 0.4 | 0 | -11 | 0 | -1 | 2 | 96
CCOc1ccc(C(=O)Nc2ccc(NC(=O)c3ccco3)c(Cl)c2)cc1Cl | 91 | 5 | -0.4 | 2 | 15 | 3 | 0 | -20 | 90
CCOC(=O)N1CCN(CC(O)c2c[nH]c3ccc(OC)cc23)CC1 (centres undefined) | 102 | -3 | -1.5 | 3 | -1 | 0 | -1 | 1 | 105
Cc1cccc(NC(=O)C2CCCN(C(=O)NC3CCCCC3)C2)c1C (centres undefined) | 91 | 4 | -1.2 | 2 | 7 | -2 | 3 | -2 | 93
O=C(Nc1ccccc1N1CCCCC1)C1CCN(S(=O)(=O)c2ccccc2C(F)(F)F)CC1 | 100 | 1 | 0.7 | 1 | -22 | -6 | 2 | 1 | 94
Cc1nn(-c2ccccc2)c(N2CCCC2)c1/C=N/NC(=O)C1CC1 | 96 | 1 | 1.0 | 2 | 2 | 2 | 0 | -3 | 96
Cc1ccc(-c2nnn(CC(=O)N(C)C3CCCCC3)n2)o1 | 96 | -1 | 0.6 | 4 | 2 | 2 | -2 | -1 | 99
COc1ccc(OC)c(C(C)NC(=O)c2ccc(Br)cc2)c1 (centres undefined) | 98 | -5 | 4.7 | 3 | 9 | -2 | -1 | 3 | 97

Further records.
SMILES | CIT2-GFP yeast | MCL1 BIM primary | MEX-5 binding | GRK2 inh | VLA-4 inh | GLD-1 RNA inh | BCLXL inh | Fam108B inh | AGP1-GFP MLPCN
Cc1sc2ncnc(N3CCC(C(=O)NNC(=O)c4ccccc4Cl)CC3)c2c1C | 105 | -2 | 0.4 | 2 | -3 | -1 | 5 | 1 | 98
CC(c1nc2ccccc2c(=O)[nH]1)N(C)CCOc1ccc(Cl)cc1 (centres undefined) | 108 | -3 | 0.0 | 0 | 2 | 0 | -6 | 1 | 109
COc1ccc(N2CC(C)(C)C2=O)cc1 | 86 | -2 | -2.4 | 6 | 7 | -4 | 3 | -1 | 99
COc1ccc(/C=N/NC(=O)C2(O)c3ccccc3-c3ccccc32)cc1 | 105 | -4 | 1.7 | 0 | -9 | 0 | 6 | 2 | 101
COC(=O)/C=C1/N/C(=N\c2nc(C)cc(C)n2)N(c2cccc(C)c2)C1=O | 96 | -1 | -2.0 | 1 | -4 | -1 | 0 | 2 | 99
Cc1nc2cc(NC(=O)NCCCO)ccc2o1 | 107 | 0 | -2.5 | 0 | -1 | 5 | 6 | -1 | 101
Cc1ccc(S(=O)(=O)N2CCN(C(=O)CN3CCCCC3)C2)cc1 | 92 | -2 | 2.1 | 0 | -9 | 2 | -2 | -2 | 101
CCOC(=O)c1ccc(N2C(=O)CC(N3CC(C)OC(C)C3)C2=O)cc1 (centres undefined) | 106 | 1 | -0.2 | 3 | 108* | -6 | 1 | 2 | 93

Source: PubChem BioAssay (several laboratories)
